Source: PubChem BioAssay
RmlCD inh 1536 = inhibitors of Mycobacterium tuberculosis RmlC and RmlD coupled enzymes. P9WH09+P9WH11. RmlC+RmlD coupled enzyme assay, percent inhibition; primary screen in compound mixtures. inhibition, % at 3.6 µM. 160,000 compounds, 0.03% hits; in the data active means inhibition mostly above about 34%, no sharp cut-off; further: some results filed as inactive read as strong as hits
Target sequence (P9WH09 whole entry, looked up): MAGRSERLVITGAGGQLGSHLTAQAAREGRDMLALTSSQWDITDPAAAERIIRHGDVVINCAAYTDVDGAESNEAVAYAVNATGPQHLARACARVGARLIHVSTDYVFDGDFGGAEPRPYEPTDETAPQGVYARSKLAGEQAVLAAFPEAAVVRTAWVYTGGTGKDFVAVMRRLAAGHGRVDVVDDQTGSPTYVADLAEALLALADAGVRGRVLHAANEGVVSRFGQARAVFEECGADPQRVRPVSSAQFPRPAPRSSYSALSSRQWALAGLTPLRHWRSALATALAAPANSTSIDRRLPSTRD
Target sequence (P9WH11 whole entry, looked up): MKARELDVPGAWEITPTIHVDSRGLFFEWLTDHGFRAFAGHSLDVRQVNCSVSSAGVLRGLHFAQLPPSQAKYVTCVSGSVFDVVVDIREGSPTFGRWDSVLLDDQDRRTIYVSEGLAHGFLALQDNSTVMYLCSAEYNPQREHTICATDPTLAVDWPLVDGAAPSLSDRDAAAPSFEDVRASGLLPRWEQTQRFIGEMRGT
GlmU inhibition = inhibition of mycobacterial GlmU enzyme – biochemical, glucosamine-1-phosphate acetyltransferase (AID 1376); M. tuberculosis GlmU acetyltransferase enzyme assay; higher % means a stronger effect; inhibition, %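 (tested at 30 µM in the primary screen)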; hits with a dose series show IC50 in µM; 220,000 compounds, 0.25% hits; in the data active means inhibition above about 13%;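 further: 0% = complete reaction with vehicle and 100% = reaction without substrate; strong numbers were not always called active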
An asterisk follows results filed as active; . = not tested or not shown. The list is partial, so the mix of outcomes need not match the whole.

SMILES	RmlCD inh 1536	GlmU inhibition
CCN=C1S/C(=C\c2cn(CC(=O)NCCOC)c3ccccc23)C(=O)N1CC	1.1	-4.2%
COc1ccc(Cl)cc1N1C(=O)C2CCCN2C1c1ccc(F)cc1 (stereo unspecified)	.	9.1%
CSc1nnc2ccc(-c3ccccn3)nn12	11.2	-3.0%
COc1ccc(-c2nc(CS(=O)CC(=O)N3CCC4(CC3)OCCO4)c(C)o2)cc1 (stereo unspecified)	-7.5	2.4%
CC(=O)c1ccc(NC(=S)N2CCN(C(=S)Nc3ccc(C(C)=O)cc3)C(C)C2)cc1 (stereo unspecified)	8.2	-3.1%
COc1ccc(N=C2SC(C(=O)Nc3ccc(C(=O)O)cc3)CC(=O)N2Cc2cccs2)cc1 (stereo unspecified)	4.5	0.2%
O=C(Nc1ccc(NC(=S)NC(=O)c2cccs2)cc1)c1ccco1	8.1	1.1%
CCN(CC)C(=O)c1ccc2c(c1)C1C(Cl)C(Sc3ccccc3[N+](=O)[O-])CC1C(C(=O)O)N2 (stereo unspecified)	1.3	-0.5%
COC(=O)c1ccc(S(=O)(=O)NCc2ccco2)n1C	-7.5	5.4%
COc1ccc(NS(=O)(=O)c2cccc(NC(=O)CCC(=O)c3cccs3)c2)cc1	1.8	2.8%

Reformatted: two of the compounds above
| SMILES | RmlCD inh 1536 | GlmU inhibition |
| --- | --- | --- |
| O=C(Nc1ccc(NC(=S)NC(=O)c2cccs2)cc1)c1ccco1 | 8.1 | 1.1% |
| COc1ccc(-c2nc(CS(=O)CC(=O)N3CCC4(CC3)OCCO4)c(C)o2)cc1 (stereo unspecified) | -7.5 | 2.4% |

More compounds
SMILES	RmlCD inh 1536	GlmU inhibition
CCOC(=O)C1=C(C)N=c2sc(=C(C)C)c(=O)n2C1c1ccc(N(C)C)cc1 (stereo unspecified)	.	6.5%
CC(C)Oc1cc(NC(=O)CS(=O)CC(=O)N(C)C)c(Cl)cc1Cl (stereo unspecified)	.	-3.1%
OCC(O)C1OC(Nc2ccc(Cl)cc2)C(O)C1O (stereo unspecified)	-9.0	1.0%
O=c1c(Cl)c(N2CCCCC2)cnn1-c1nc2ccccc2[nH]1	.	2.2%
S=c1nc(-c2cc(Cl)cc(Cl)c2)[nH][nH]1	8.9	5.3%
O=C(N/N=C/c1ccccc1OC(F)F)NC1CCCCC1	.	9.1%
COc1ccc(C(C#N)C2(C)OCCO2)cc1OC (stereo unspecified)	1.5	3.1%
Cn1c(OCc2ccco2)nc2c1c(=O)n(Cc1ccc(Cl)c(Cl)c1)c(=O)n2C	-6.2	-0.8%
CCn1c2ccccc2c2nc3cc(OC)c(OC)cc3nc21	22.5	5.8%
COc1ccc(C(C#N)N2CCOCC2)cc1 (stereo unspecified)	.	3.0%

Random excerpt: 2 records from the list.
SMILES	RmlCD inh 1536	GlmU inhibition
OCC(O)C1OC(Nc2ccc(Cl)cc2)C(O)C1O (stereo unspecified)	-9.0	1.0%
CCN=C1S/C(=C\c2cn(CC(=O)NCCOC)c3ccccc23)C(=O)N1CC	1.1	-4.2%

(further entries)
SMILES	RmlCD inh 1536	GlmU inhibition
CCCNc1cc(C)oc(=O)c1C(=O)CC	-2.1	-3.5%
CCOC(=O)c1[nH]c2ccccc2c1N=CN(C)C	.	-2.6%
Cc1nn(C)c(C(=O)NC2C3CC4CC(C3)CC2C4)c1Cl (stereo unspecified)	-6.6	3.3%
CC1=CC2=NC(=O)/C(=C\c3cccn3CCOc3cc(C)ccc3C)C(=N)N2O1	.	3.3%
O=C(Cc1ccc(Br)cc1)N/N=C/c1ccc(-c2cccc(C(=O)O)c2)o1	40.8	12.6%
CC(=O)Nc1ccc(NC(=O)CSc2ccc(-c3cccs3)nn2)cc1	-9.0	1.8%
Cc1[nH]c2ccccc2c1Cc1nnc(SCCC#N)o1	-8.0	-3.2%
COC(=O)c1c(C(=O)OC)c2n(c1C)CCS2	8.3	7.8%
O=C(NCCC(=O)N1CCN(c2ncccn2)CC1)c1ccccc1Cl	.	2.0%
Cc1cc(-n2nc(C)cc2C)nc(NS(=O)(=O)c2ccccc2)n1	65.7	-1.4%
C(#CCN1CCC(Cc2ccccc2)CC1)COCCOCc1ccccc1	.	-1.5%
S=c1[nH]nc(-c2ccco2)n1/N=C/c1cccs1	0.2	0.4%
CCN(c1cccc(C(F)(F)F)c1)S(=O)(=O)c1ccc2c(c1)CCN2C(=O)C1CC1	-10.9	3.8%
COC(=O)C(CC(=O)c1ccc(Cl)cc1)c1ccc(C)cc1 (stereo unspecified)	6.8	0.0%
CCCCn1nnc(NC(=O)c2sc3cc(Cl)ccc3c2Cl)n1	0.3	-0.3%
COc1cc(/C=C/C(=O)N2CCCN(C(=O)/C=C/c3cc(OC)c(OC)c(OC)c3)CC2)cc(OC)c1OC	-8.4	-3.3%
Cc1ccc(OCC(=O)N/N=C\c2ccc(O)cc2)c([N+](=O)[O-])c1	-9.5	-1.4%
O=C(Nc1cccc([N+](=O)[O-])c1)c1ccc(CSc2ccccc2)cc1	.	-0.9%
OC1(c2cccs2)CN(c2ccc(Cl)cc2)C2=[N+]1CCCC2 (stereo unspecified)	0.3	-8.4%
O=C(N/N=C/c1ccc(OC(F)F)cc1OC(F)F)NC1CCCCC1	-2.2	-0.1%

Molecules above that contain a cyano group, in the order listed:
SMILES	RmlCD inh 1536	GlmU inhibition
COc1ccc(C(C#N)C2(C)OCCO2)cc1OC (stereo unspecified)	1.5	3.1%
COc1ccc(C(C#N)N2CCOCC2)cc1 (stereo unspecified)	.	3.0%
Cc1[nH]c2ccccc2c1Cc1nnc(SCCC#N)o1	-8.0	-3.2%

Further records follow:
SMILES	RmlCD inh 1536	GlmU inhibition
Cc1nn(Cc2ccccc2)c(C)c1C(=O)OCC(=O)Nc1cc(S(C)(=O)=O)ccc1Cl	.	1.1%
COCCNC(=O)C(c1cccnc1)N(Cc1ccc(C)cc1)C(=O)Cn1nnc2ccccc21 (stereo unspecified)	-8.6	-1.9%
O=C(c1cc2c([nH]c1=O)CCCC2)N1CCc2c([nH]c3ccccc23)C1c1ccccc1F (stereo unspecified)	0.8	1.7%
c1ccc(Cn2ccnc2SCc2nnc(-c3ccccc3)o2)cc1	.	0.5%
CN(Cc1nc2ccc(F)cc2[nH]1)Cc1c(C(=O)N(C)C)nc2ccc(Cl)cn12	-10.9	6.0%
O=C(CSc1nnnn1Cc1ccccc1)NCC(=O)c1ccccc1	-13.5	-2.8%
O=C(NCCC1=CCCCC1)C1CCCN(S(=O)(=O)c2cccc3cccnc23)C1 (stereo unspecified)	4.1	2.9%
COc1ccc(N=c2oc3cc(O)ccc3cc2C(=O)NCC2CCCO2)cc1 (stereo unspecified)	.	-2.7%
CC1=CC(C)(C)N(C(=O)CSc2nnc(C)s2)c2ccc(C)cc21	94.4	2.3%
COc1ccc(CNC(=O)[C@@H]2CC=C[C@@H]3CCN(C4CC4)C(=O)[C@@H]32)cc1	.	0.0%
CN1c2ccc([N+](=O)[O-])cc2CC2(C(=O)NC(=O)NC2=O)C1c1ccccc1 (stereo unspecified)	-10.1	-2.2%
Cc1ccccc1-n1c(SCC(=O)N2CCN(c3ccccc3)CC2)nnc1-c1ccncc1	2.5	-0.2%
Cc1cccc(C)c1-n1c(C)cc(/C=N\NC(=O)CC(=O)NC2CCCCC2)c1C	14.8	1.5%
COc1ccc(CN2CCN(CC=C(C)C)C(CCO)C2)cc1Cn1cncn1 (stereo unspecified)	-8.7	-9.3%
Cc1ccc(S(=O)(=O)N(C)/N=C/C=C/c2ccccc2)cc1	-6.9	-1.9%
C=CCn1c(Cc2ccc(OC)cc2)nnc1SCC(=O)c1cccc([N+](=O)[O-])c1	.	3.0%
Nn1c(COc2ccccc2)nnc1SCC(=O)O	.	0.6%
O=C(O)C1CC=CCC1C(=O)Nc1cccc(Cl)c1Cl (stereo unspecified)	2.8	2.6%
CCn1c(-c2ccccc2)c(C(=O)O)c2ccccc21	11.1	2.3%
CSc1ccc(-c2nnn(Cc3ccccn3)n2)cc1	-7.5	-0.7%

Copied from the list:
Value for CN1c2ccc([N+](=O)[O-])cc2CC2(C(=O)NC(=O)NC2=O)C1c1ccccc1 (stereo unspecified) in RmlCD inh 1536: -10.1
Value for Cc1ccccc1-n1c(SCC(=O)N2CCN(c3ccccc3)CC2)nnc1-c1ccncc1 in GlmU inhibition: -0.2%
Value for CCn1c(-c2ccccc2)c(C(=O)O)c2ccccc21 in GlmU inhibition: 2.3%
Value for COc1ccc(CN2CCN(CC=C(C)C)C(CCO)C2)cc1Cn1cncn1 (stereo unspecified) in GlmU inhibition: -9.3%
Value for Cc1cccc(C)c1-n1c(C)cc(/C=N\NC(=O)CC(=O)NC2CCCCC2)c1C in GlmU inhibition: 1.5%
Value for O=C(O)C1CC=CCC1C(=O)Nc1cccc(Cl)c1Cl (stereo unspecified) in GlmU inhibition: 2.6%

Other records
SMILES	RmlCD inh 1536	GlmU inhibition
NCCCC(N)(C(=O)O)C(F)F (stereo unspecified)	.	-1.9%
CCOC(=O)CCCc1c[nH]c2ccccc12	-7.5	3.7%
COC(=O)C(C)N(c1ccc(OC)cc1)S(C)(=O)=O (stereo unspecified)	-8.2	1.2%
Cn1c(N2CCC(C(N)=O)CC2)nc2c1c(=O)n(Cc1cccc(Br)c1)c(=O)n2C	.	-0.5%
CCCSC1=N/C(=C\c2ccc([N+](=O)[O-])o2)C(=O)S1	-15.0	21.6%*
Cc1ccc(NC(=O)CSc2ccc(-c3ccc4c(c3)OCO4)nn2)cc1F	23.0	1.3%
CCn1ncc(Cl)c1C(=O)Nc1cc(Cl)ccc1Cl	.	3.6%
CC(C)(C)c1cc(C(=O)NC2CC2)n(Cc2ccc(F)cc2)n1	0.3	4.4%
Cc1nc2ncnn2c(N2CCN(S(=O)(=O)c3ccc(Br)cc3)CC2)c1C	-8.0	7.2%
O=C(c1ccccc1-c1ccccc1)N1CCCC1	7.4	-5.6%
O=C(/C=C/Nc1ccc(Oc2ccccc2Cl)cc1)c1ccco1	4.2	0.4%
CCOC(=O)c1ccc(NC(=O)NCc2ccncc2)cc1	.	-0.8%
COc1ccc(OC)c(S(=O)(=O)N(C)CC(=O)Nc2cc(Cl)ccc2OC)c1	-6.3	-0.6%
CCOC(=O)c1cnc(-n2nc(C)cc2C)nc1NNc1nc(-c2ccccc2)cc(-c2ccccc2)n1	-3.4	1.3%
COc1ccc(/C=N/Nc2cn[nH]c(=O)c2Cl)cc1	-6.3	5.1%
CC1CCCCC1NC(=O)CN1CCC(O)(c2ccc(F)cc2)CC1 (stereo unspecified)	1.1	-4.7%
CCOc1cc(C)c(Cl)cc1S(=O)(=O)N1CCCC1	.	5.8%
CCCCOP(=O)(c1ccc(N(C)C)cc1)C(Nc1ccccc1)c1ccccc1 (stereo unspecified)	-6.9	7.0%
O=C(Nc1nnc(-c2ccccc2F)s1)c1cccnc1	-11.8	1.2%
CCN1CCc2c(OCC(=O)Nc3cccc(C)c3C)cccc2C1=O	-4.3	-0.2%
CSc1c(CC(=O)NCCO)n(C)c2ccccc12	-2.0	-3.7%
COC(=O)c1ccc2c(=O)n(Cc3ccc4c(c3)OCO4)c(SCC(=O)N3CCCC3)nc2c1	9.4	1.0%
CCS(=O)(=O)N1CCN(c2ccc([N+](=O)[O-])c(NCC3CCCO3)c2)CC1 (stereo unspecified)	-9.9	3.0%
CC(=O)Nc1ccc(/C(C)=N/Nc2nc(Nc3ccccc3)nc(N3CCOCC3)n2)cc1	-10.1	0.3%
Cc1n[nH]c(C)c1S(=O)(=O)N1CCCC(C(=O)N2CCN(c3ccc(Cl)cc3)CC2)C1 (stereo unspecified)	4.3	-0.9%
CCOC(=O)c1cnc(SCC(=O)N2CCC(C(N)=O)CC2)nc1N	10.9	-4.0%
CC(=O)Nc1ccc(C2=NN(Cc3nnc(-c4ccccc4)o3)C(=O)SC2)cc1	14.7	1.5%
O=C(c1cccc(C(F)(F)F)c1)N(c1ccccn1)C1CCCCC1	-5.1	-3.3%
COc1ccccc1NS(=O)(=O)c1ccc(NC(=O)CCNC(=O)c2ccco2)cc1	.	2.5%
COc1nc(OC)nc(Oc2ccc([N+](=O)[O-])cc2Cl)n1	.	-4.0%
CN1OC(c2ccccc2)=C(CO)C1c1ccccc1 (stereo unspecified)	4.1	-1.3%
O=C(CCc1nnc(Cc2ccc(-c3ccccc3)cc2)o1)N1CCCC1	4.0	-0.5%
Cc1cccc(C)c1NC(=O)C(NS(=O)(=O)c1cccs1)c1ccccc1 (stereo unspecified)	-11.4	1.6%
O=C1COc2ccc(C(=O)COC(=O)c3ccc4ccccc4n3)cc2N1	.	1.2%
CC12CC[C@H]3[C@@H](CCC4(O)C[C@H](O)CCC34/C=N/NC(=O)c3ccccc3O)C1(O)CCC2C1=CC(=O)OC1 (stereo partly specified)	-2.4	1.1%
O=C(c1cnn2c(C(F)F)cc(-c3ccccc3)nc12)N1CCc2ccccc2C1	-2.5	6.5%
CCN(CC)c1ccc(C(=O)c2cnc(/N=C/N(C)C)s2)cc1	-12.9	5.8%
O=S(=O)(NC1CCN(Cc2ccccc2)CC1)c1cccc2cccnc12	-20.1	-6.9%
Cc1cccc(COc2ccc(/C(O)=C3\C(=O)C(=O)N(CCN(C)C)C3c3ccncc3)cc2)c1 (stereo unspecified)	11.7	-1.5%
COC(=O)c1[nH]c2cccc(OC)c2c1NC(=O)C(C)N1CCC(C)CC1 (stereo unspecified)	-86.9	-1.5%
COC(=O)CN(c1nc(C)c(Cl)c(OC)n1)S(=O)(=O)c1ccc(C)cc1	.	25.4%*
Cn1c(O)c(/C=N/NC(=O)c2ccncc2)c(=O)[nH]c1=S	1.6	2.7%
Clc1ccc(CSCCc2ccncc2)cc1	0.5	.
Cc1ccc(SCC(=O)c2ccc[nH]2)cc1	-3.0	1.6%
CC1CC1C(=O)Nc1cc(S(=O)(=O)N2CCOCC2)ccc1N1CCCC1 (stereo unspecified)	-18.0	-3.8%
